A549 tox: kills or reduces viability of A549 cells in Nrf2 counter-screen | A549 ARE-Fluc cells, CellTiter-Fluor viability, 18-24 h | Potency, µM (highest dose often 46 µM), for inactives: top-dose activity change, negative = cytotoxicity, most hits filed as inhibitors | 390,000 compounds, 0.16% hits; note: % is set by controls: 0 for no effect and ±100 for the full control effect
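A549 ARE-Fluc cells in 5% FBS OPTI-MEM, 5000 cells/well, rested 2 h then exposed to compounds in concentration-response for 18-24 h at 37 °C. Viability by CellTiter-Fluor fluorescence (Ex 405/Em 525) after 30 min; luciferase luminescence (BugLite, 15 min, RT) read afterwards.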
Nrf2 block: blocks Nrf2 signaling | A549 ARE-Fluc reporter, luciferase luminescence, 18-24 h | Potency, µM (highest dose often 46 µM), inactives show top-dose activity change, negative = inhibition, most hits filed as inhibitors | 360,000 compounds, 2.1% hits | AID 504444; note: % is set by controls: 0 for no effect and ±100 for the full control effect; nearly all actives have a fitted effect of over 60% in size
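In this cell-based qHTS, ARE-driven firefly luciferase in A549 cells reports Nrf2 activity; the luminescent signal after BugLite lysis is the measured value, with a prior CellTiter-Fluor read for cell health.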
MCF10A rereplic: inducers of DNA re-replication in MCF 10A breast cells; MCF 10A DNA re-replication, Hoechst nuclear intensity, 48 h; Potency, µM (titrated, usually from 46.1 µM), for the others: top-dose activity, positive = re-replication, actives largely listed as activators; 350,000 compounds, 2.9% hits; AID 624296; note: % of control where 0% means no effect; nearly all actives have a fitted effect of over 50% in size
ATXN viability: viability counter-screen for ATXN expression inhibitors; S2 cells (HEK-293 line with an ATXN2-luciferase reporter) viability, CellTiter-Fluor protease fluorescence, 24 h; Potency, µM (top dose mostly 56.7 µM), actives largely listed as cytotoxic; 400,000 compounds, 0.49% hits; note: nearly all actives have a fitted effect of over 40% in size
ATXN2 expr inh: reduces ATXN2 reporter expression in HEK-293 cells. HEK-293 ATXN2-luciferase reporter, luminescence, 24 h. Potency, µM (series often up to 57 µM), for the others: at the highest dose activity change, negative = inhibition, usual class: inhibitors. 360,000 compounds, 0.72% hits; note: % is set by controls: 0 for no effect and ±100 for the full control effect; nearly all actives have a fitted effect of over 55% in size
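qHTS (up to 57 uM final) was run with 24 h compound exposure of reporter cells at 37 °C. Each well was multiplexed: SteadyGlo luminescence measured ATXN2-luciferase expression after a fluorogenic Gly-Phe-AFC viability readout (25 uM final).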
TGFb SMAD3 inh: blocks TGF-b signaling; Potency, µM (doses to about 46.1 µM), for inactives: at the top dose activity, negative = inhibition, usual class: inhibitors; 410,000 compounds, 1.2% hits; HepG2 CAGA-GFP TGF-b/SMAD3 reporter, GFP fluorescence, 18 h; TGF-beta stimulated, 500 pg/mL final; AID 588855; note: % is set by controls: 0 for no effect and ±100 for the full control effect; nearly all actives have a fitted effect of over 65% in size
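Cell-based qHTS in HEPG2 carrying a CAGA-GFP Smad reporter; compounds added before 500 pg/mL final TGF-beta, 18 h incubation at 37 degrees C, GFP fluorescence quantified per cell by imaging cytometry.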
EPAC2 antag: EPAC2 (human) antagonism. AID 720708. EPAC2 GEF exchange of Rap1B-BODIPY-GDP, fluorescence. Potency, µM (series often up to 114 µM), without a hit: at the top dose activity, negative = inhibition, actives largely listed as inhibitors. 360,000 compounds, 0.18% hits; note: % is set by controls: 0 for no effect and ±100 for the full control effect; nearly all actives have a fitted effect of over 45% in size; many of its hits are not listed in these tables
Target sequence (Q8WZA2 whole entry, looked up): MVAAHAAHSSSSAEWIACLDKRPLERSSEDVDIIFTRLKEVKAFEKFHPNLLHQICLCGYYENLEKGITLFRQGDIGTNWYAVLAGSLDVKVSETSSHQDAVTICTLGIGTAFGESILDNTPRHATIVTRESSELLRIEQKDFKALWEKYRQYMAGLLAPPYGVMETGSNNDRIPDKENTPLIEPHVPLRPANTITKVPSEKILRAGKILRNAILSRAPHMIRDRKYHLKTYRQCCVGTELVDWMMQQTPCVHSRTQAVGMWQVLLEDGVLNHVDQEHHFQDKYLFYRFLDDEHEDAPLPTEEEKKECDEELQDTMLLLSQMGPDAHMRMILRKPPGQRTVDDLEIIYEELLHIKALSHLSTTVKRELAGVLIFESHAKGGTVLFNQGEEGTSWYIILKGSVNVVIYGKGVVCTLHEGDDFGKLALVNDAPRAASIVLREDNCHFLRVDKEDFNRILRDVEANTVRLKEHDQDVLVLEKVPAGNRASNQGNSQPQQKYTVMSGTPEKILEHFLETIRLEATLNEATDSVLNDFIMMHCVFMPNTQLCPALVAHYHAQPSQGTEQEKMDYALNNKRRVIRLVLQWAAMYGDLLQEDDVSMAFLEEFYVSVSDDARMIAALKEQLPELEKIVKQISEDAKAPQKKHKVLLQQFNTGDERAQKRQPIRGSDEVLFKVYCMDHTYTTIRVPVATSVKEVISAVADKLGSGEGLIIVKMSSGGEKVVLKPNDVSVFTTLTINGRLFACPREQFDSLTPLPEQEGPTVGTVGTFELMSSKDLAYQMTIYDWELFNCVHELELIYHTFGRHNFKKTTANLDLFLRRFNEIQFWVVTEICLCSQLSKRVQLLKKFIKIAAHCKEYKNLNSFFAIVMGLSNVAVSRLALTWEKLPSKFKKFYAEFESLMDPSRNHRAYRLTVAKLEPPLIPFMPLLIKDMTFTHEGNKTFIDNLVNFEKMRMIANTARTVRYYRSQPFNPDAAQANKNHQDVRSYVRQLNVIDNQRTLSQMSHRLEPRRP
Nrf2 ARE act: Nrf2 pathway activation; AREc32 ARE-luciferase reporter (MCF7-derived line), luminescence, 24 h; Potency, µM (highest dose often 46.1 µM), for inactives: at the highest dose activation, hits mostly activators; 410,000 compounds, 0.31% hits; AID 624171; note: % of control where 0% means no effect; nearly all actives have a fitted effect of over 65% in size
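AREc32 cells carrying an ARE-driven firefly luciferase, 1000 cells/well in OPTI-MEM with 5% FBS, dosed after overnight attachment and incubated 24 hr at 37 deg C. Steady-Glo luminescence read after 30 min at RT.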
HepG2 tox: HepG2 cytotoxicity, counter-screen for TGF-b inhibitors | AID 588856 | Potency, µM (series often up to 46.1 µM), for inactives: at the top dose activity change, negative = cytotoxicity, hits mostly cytotoxic | 410,000 compounds, 0.76% hits | HepG2 CAGA-GFP viability, ATP luminescence, 18 h; note: some results filed as inactive show a strong effect at the top dose
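CellTiter-Glo luminescence gave cytotoxicity after 18 hours at 37 degrees C. The cells were HepG2 CAGA-GFP in 1% FBS DMEM, stimulated with 500 pg/mL TGF-beta after compound addition. %Activity was normalised to no-cell wells (complete cell-killing) and DMSO (no toxicity), and curves were fitted and classified.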
An asterisk follows results filed as active; i = inactive; ? = inconclusive; . = no result given; & = joins results of further samples; [ ] = remark or other dose. Calls come from the whole dose curve; as a rule, active = well fitted curve in the direction sought with a large enough effect; inconclusive = small, poorly fitted or top-dose-only effect, or another doubt; inactive = no such curve, though single readings can be large; an effect the other way counts as inactive or inconclusive. Potency is the fitted concentration of half-maximal effect. This is a subset; rates above refer to the full screens.

1) O=C(c1ccccc1)c1ccc(C(=O)N2CCN(c3ccc(O)cc3)CC2)cc1
2) CN(CCc1ccccn1)C(=O)c1cccnc1Oc1ccccc1
3) O=C(O)c1ccccc1C(=O)Nc1ccc(S(=O)(=O)Nc2nccs2)cc1
4) C=CCN1C(=O)c2ccc(C(=O)N(CC)CC(=O)Nc3ccc(OC)cc3)cc2C1=O
5) N#Cc1c(NC2CCCCC2)nc(-c2ccco2)c2c1CCCC2
6) COc1ccc(C2CC(c3ccc(C(F)(F)F)cc3)=NN2c2ccc(S(N)(=O)=O)cc2)cc1 (stereo not drawn)
Assay by compound | 1 | 2 | 3 | 4 | 5 | 6
A549 tox | 0% | -8% | 0% | -5% | 3% | 23%
Nrf2 block | ? | 4% | -1% | 11% | . | ?
MCF10A rereplic | 23% | -2% | -7%&-2% | 1% | 16µM* | ?
ATXN viability | i | i | i | i | i | .
ATXN2 expr inh | -22% | . | 4%&5% | 0% | -7% | ?
TGFb SMAD3 inh | -26% | 8% | -13% | 3% | 9% | ?
EPAC2 antag | -6% | 9% | 9% | -4% | -4% | -20%
Nrf2 ARE act | 0.0% | -0.2% | -0.3% | -0.6% | 0.3% | -1.2%
HepG2 tox | -52% | 0% | -8% | 1% | -40% | -103%

7) COc1cc(C(=O)N2CCN(S(=O)(=O)c3ccc(C)cc3)CC2)ccc1OCc1c(C)noc1C
8) Cc1[nH]nc2c1/C(=N\O)CCC2
9) CN1C(=O)C(C)(C)c2cc(S(=O)(=O)NCC(=O)NCc3ccccc3)ccc21
10) COC(=O)c1cccc(Cn2nnc3sc4c(c3c2=O)CCC(C(C)(C)C)C4)c1 (stereo not drawn)
11) N=c1oc2ccc(Cl)cc2cc1C(=O)Nc1ccc(F)cc1
12) C[C@H](NC(=O)c1ccc(C(C)(C)C)cc1)C(=O)N1CCC2(CC1)NCCc1[nH]cnc12
Assay by compound | 7 | 8 | 9 | 10 | 11 | 12
A549 tox | -6% | 1% | 17% | 1% | -7% | -2%
Nrf2 block | -9% | -13% | 13% | ? | 23% | ?
MCF10A rereplic | 3% | 15% | 3% | . | 9% | 16%
ATXN viability | i | i | i | i | i | i
ATXN2 expr inh | 2% | . | -19% | 33% | 33%[activator] | -3%
TGFb SMAD3 inh | -20% | 2% | 0% | 2% | -2% | 17%
EPAC2 antag | 15% | 0% | 7% | . | 1% | 7%
Nrf2 ARE act | -0.3% | -0.4% | 0.2% | 0.3% | 19% | -0.5%
HepG2 tox | -15% | 1% | -8% | 6% | 4% | -23%

13) O=C(Nc1nc2ccc(Oc3ccccc3)cc2s1)c1cc([N+](=O)[O-])ccc1N1CCOCC1
14) CC(=O)Oc1ccc(-c2ccc(C(=O)NCCc3ccc(S(N)(=O)=O)cc3)cc2)cc1
15) COc1ccc(C(=O)N2CCCc3ccccc32)cc1Br
16) Cc1ccc(NC(=O)CSc2nc3c(c(=O)[nH]2)CCCC3)cc1C
17) COc1cccc2c1OC[C@@H](CO)[C@H]2N(C)C(=O)Nc1ccc(Cl)cc1Cl
18) COc1ccccc1N(CC(=O)NCc1ccccc1)S(C)(=O)=O
Assay by compound | 13 | 14 | 15 | 16 | 17 | 18
A549 tox | -7% | 6% | -4% | 0% | -6% | -18%
Nrf2 block | -13% | 3% | 1% | -5% | 18µM* | 1%
MCF10A rereplic | -1% | 19% | 12% | ? | 4% | 2%
ATXN viability | i | i | 0.22µM* | i | i | i
ATXN2 expr inh | 4% | ? | -5% | 5% | -16% | -6%
TGFb SMAD3 inh | ? | -8% | 2% | 5% | ? | 2%
EPAC2 antag | 14% | 0% | -16% | -6% | -2% | -2%
Nrf2 ARE act | 0.4% | -0.1% | 3.5% | -0.8% | 0.7% | 0.1%
HepG2 tox | 1% | -10% | -4% | -7% | -5% | -18%

19) Cn1nccc1NC(=O)Nc1cccc(Cl)c1Cl
20) COCCn1c(SCC(=O)N2CC(=O)Nc3ccccc32)nc2ccccc2c1=O
21) CCOC(=O)CN1NC2(CCCCC2)NC1=S
22) CCCc1ccc(S(=O)(=O)N2CCC(c3nnc(-c4cccc(C)c4)o3)CC2)cc1
23) O=C1NN=C(CSc2n[nH]c(=S)s2)CS1
24) CNc1nc2c(c(=O)n(C)c(=O)n2C)n1CC(O)COc1ccc(OC)cc1 (stereo not drawn)
Assay by compound | 19 | 20 | 21 | 22 | 23 | 24
A549 tox | -1% | 0% | 0% | -6% | -5% | -8%
Nrf2 block | 16µM* | -27% | 10% | -7% | 1% | ?
MCF10A rereplic | -1% | 8% | 0% | . | 17% | .
ATXN viability | i | ? | i | . | i | i
ATXN2 expr inh | -19% | . | 11% | 10µM* | . | -23%
TGFb SMAD3 inh | -25% | 6% | -13% | ? | -22% | -3%
EPAC2 antag | -7% | 0% | 12% | . | 14% | .
Nrf2 ARE act | 3.6% | 3.5% | -0.7% | 10% | 0.5% | 6.6%
HepG2 tox | -13% | 11% | 2% | -17% | 3% | -15%

Sorted by formula weight (low to high): some entries from above
8) Cc1[nH]nc2c1/C(=N\O)CCC2
21) CCOC(=O)CN1NC2(CCCCC2)NC1=S
19) Cn1nccc1NC(=O)Nc1cccc(Cl)c1Cl
5) N#Cc1c(NC2CCCCC2)nc(-c2ccco2)c2c1CCCC2
16) Cc1ccc(NC(=O)CSc2nc3c(c(=O)[nH]2)CCCC3)cc1C
9) CN1C(=O)C(C)(C)c2cc(S(=O)(=O)NCC(=O)NCc3ccccc3)ccc21
3) O=C(O)c1ccccc1C(=O)Nc1ccc(S(=O)(=O)Nc2nccs2)cc1
10) COC(=O)c1cccc(Cn2nnc3sc4c(c3c2=O)CCC(C(C)(C)C)C4)c1 (stereo not drawn)
Assay by compound | 8 | 21 | 19 | 5 | 16 | 9 | 3 | 10
A549 tox | 1% | 0% | -1% | 3% | 0% | 17% | 0% | 1%
Nrf2 block | -13% | 10% | 16µM* | . | -5% | 13% | -1% | ?
MCF10A rereplic | 15% | 0% | -1% | 16µM* | ? | 3% | -7%&-2% | .
ATXN viability | i | i | i | i | i | i | i | i
ATXN2 expr inh | . | 11% | -19% | -7% | 5% | -19% | 4%&5% | 33%
TGFb SMAD3 inh | 2% | -13% | -25% | 9% | 5% | 0% | -13% | 2%
EPAC2 antag | 0% | 12% | -7% | -4% | -6% | 7% | 9% | .
Nrf2 ARE act | -0.4% | -0.7% | 3.6% | 0.3% | -0.8% | 0.2% | -0.3% | 0.3%
HepG2 tox | 1% | 2% | -13% | -40% | -7% | -8% | -8% | 6%

4) C=CCN1C(=O)c2ccc(C(=O)N(CC)CC(=O)Nc3ccc(OC)cc3)cc2C1=O
Assay by compound | 4
A549 tox | -5%
Nrf2 block | 11%
MCF10A rereplic | 1%
ATXN viability | i
ATXN2 expr inh | 0%
TGFb SMAD3 inh | 3%
EPAC2 antag | -4%
Nrf2 ARE act | -0.6%
HepG2 tox | 1%

Assay outcomes as filed in PubChem BioAssay.
